GPR35 arrestin U2OS = GPR35 antagonists blocking zaprinast-driven arrestin recruitment, primary screen, imaging, U2OS, beta-arrestin-GFP, zaprinast agonist (AID 2058) | U2OS GPR35 beta-arrestin-GFP translocation imaging, zaprinast antagonism; higher % means a stronger effect | inhibition, % at 10 µM, or IC50 in µM where a hit was titrated | hit rate 0.052% among 290,000;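 active means inhibition of at least 50% with at least 30 cells and total cytoplasm GFP at most 10,000,000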
NTR1 ag = agonists of NTR1, primary screen, imaging, U2OS cells, beta-arrestin-GFP, high content (AID 493036); P30989; activation, % at 20 µM; hit rate 0.17% among 330,000; NTR1-U2OS beta-arrestin-GFP spot imaging, agonist mode;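 active means activation at or above 40% of the spot to cytoplasm intensity ratio, with at least 20 cells analyzed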;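 further: 0% = DMSO without peptide and 100% = 100 nM NTR1 peptide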
Target sequence (P30989 whole entry, looked up): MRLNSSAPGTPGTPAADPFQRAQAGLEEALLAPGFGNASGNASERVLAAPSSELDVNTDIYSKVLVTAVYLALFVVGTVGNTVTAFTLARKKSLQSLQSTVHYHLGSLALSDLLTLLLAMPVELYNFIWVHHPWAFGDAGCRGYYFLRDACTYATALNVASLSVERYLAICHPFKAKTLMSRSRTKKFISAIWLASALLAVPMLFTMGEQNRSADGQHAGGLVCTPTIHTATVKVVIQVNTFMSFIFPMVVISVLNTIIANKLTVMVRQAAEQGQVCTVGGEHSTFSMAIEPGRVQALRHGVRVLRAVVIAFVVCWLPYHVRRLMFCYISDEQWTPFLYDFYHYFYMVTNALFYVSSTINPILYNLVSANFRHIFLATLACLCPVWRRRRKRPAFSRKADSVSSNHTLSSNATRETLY
HIV peptide binding = cell-free HIV fusion peptide-binding blockers – biochemical, uHTS, fluorescence dequenching, primary screen (AID 1986); one-dose inhibition, % at 20 µM; IC50 in µM for titrated hits; hit rate 0.3% among 290,000; cell-free peptide binding, fluorescence dequenching, 30 min; higher % means a stronger effect; in the data active means inhibition mostly above about 52%, no sharp cut-off; inactive means mostly below about 76%; further: some results filed as inactive read as strong as hits
GPR55 LPI antagonism = inhibition of LPI-stimulated GPR55 beta-arrestin translocation – imaging, U2OS, beta-arrestin-GFP, LPI agonist, primary screen (AID 2013). hit rate 0.13% among 290,000. U2OS GPR55 beta-arrestin-GFP translocation imaging, LPI antagonism; higher % means a stronger effect. inhibition, % at 10 µM; hits with a dose series show IC50 in µM;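 active means spots per cell inhibited over 60%, with over 100 cells counted and total cytoplasm intensity under 500,000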;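 further: U2OS cells stably carrying GPR55 and arrestin-GFP stimulated by 5 µM LPI near EC80; imaged beta-arrestin-GFP aggregate spots per cell after agonist stimulation; plate controls were LPI-stimulated DMSO wells for no effect and DMSO wells without LPI for full effect; some results filed as inactive read as strong as hits; confirmed hits need IC50 under 10 µM and bright autofluorescent wells are also inconclusive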
SIAH1 antagonists = blockers of Siah-1 interaction with plectin peptide – biochemical, fluorescence polarization, rhodamine-plectin, uHTS, primary screen (AID 1817); Siah-1 / rhodamine-plectin peptide fluorescence polarization; higher % means a stronger effect; hit rate 0.02% among 290,000; displacement, % at 20 µM; hits with a dose series show IC50 in µM;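 active means displacement of at least 50% at 20 µM, with a fluorescence ratio check between 0.3 and a set limit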;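 further: plate controls were Siah plus tracer with DMSO for no effect and tracer alone without Siah for full effect; strong numbers were not always called active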
Salmonella PhoP GFP = inhibitors of PhoP regulon expression, primary screen, Salmonella Typhimurium, GFP reporter (AID 1863). inhibition, % at 50 µM, or IC50 in µM where a hit was titrated. S. Typhimurium PhoP-regulated promoter GFP reporter, 4 h; higher % means a stronger effect. hit rate 0.16% among 300,000;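 active means inhibition over 29.93%, a cutoff 3 SD above the screen mean, later confirmed by dose response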;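 further: 0% = low Mg2+ inducing control and 100% = high Mg2+ repressing control; strong numbers were not always called active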
LYP inhibition = inhibitors of LYP phosphatase, biochemical, fluorescence intensity, uHTS (AID 1779); recombinant LYP phosphatase, fluorescence intensity; higher % means a stronger effect; one-dose inhibition, % at 11.5 µM; IC50 in µM for titrated hits; hit rate 0.054% among 290,000; in the data active means inhibition above about 50%;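 further: plate controls were vehicle with enzyme for no effect and no enzyme for full effect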
Rac1 GTP hydrolysis = MgcRacGAP GTPase-activating activity inhibitors, confirmation, biochemical, ADP Hunter fluorescence. MgcRacGAP-stimulated Rac1 GTP hydrolysis, ADP Hunter fluorescence; higher % means a stronger effect; GST-tagged Rac1 F28L mutant substrate. inhibition, % at 30 µM; hits with a dose series show IC50 in µM. hit rate 0.6% among 340,000. AID 624330;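 active means first-screen hits whose inhibition reached a set limit at any dose in the follow-up dose series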;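 further: fluorescence reports GDP produced by GAP-driven GTP hydrolysis; strong numbers were not always called active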
Myeloid diff 2 = compounds promoting myeloid differentiation. ER-HoxA9 myeloid progenitors, lysozyme-GFP differentiation, flow cytometry. calls only at 10 µM. hit rate 1% among 360,000;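 active means normalized GFP-positive differentiation at or above the plate's own cutoff, the solvent-only control mean plus 3 SD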;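 further: cells exposed to compound for four days before flow analysis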
NTR1 ag cell count 20 µM = further read-out of NTR1 ag, marked with its call; cell count; measured here: cell count, cytotoxicity flag
Myeloid diff 2 GFP+ MAC1+ % = further read-out of Myeloid diff 2, marked with its call; GFP+ MAC1+ double positive, %; measured here: differentiation confirmed by MAC1 staining
The depositor's hits bear a star; i = inactive; / = not tested or not shown.

Screens in order: GPR35 arrestin U2OS | NTR1 ag | NTR1 ag cell count 20 µM | HIV peptide binding | GPR55 LPI antagonism | SIAH1 antagonists | Salmonella PhoP GFP | LYP inhibition | Rac1 GTP hydrolysis | Myeloid diff 2 | Myeloid diff 2 GFP+ MAC1+ %
- Nc1nnc(CC(=O)N/N=C\c2cc([N+](=O)[O-])ccc2O)s1
→ -6% | 0.3 | 77 | 16% | 14% | 1% | 32% | -4% | 4% | i | 0.1
- COc1ccc(C)cc1NC(=O)CCc1c(C)nn(-c2ccc(N3CCCCC3)nn2)c1C
→ 4% | 1.0 | 76 | -1.6% | 8% | -2% | -1% | -9% | 9% | i | 1.2
- CC(=O)Nc1ccc(NC(=O)C(C)OC(=O)/C=C/c2ccc3c(c2)OCO3)cc1 (configuration not stated)
→ / | -0.2 | 41 | / | / | / | 6% | / | 6% | i | 0.7
- Cc1ccc(-n2c(C)nn(Cc3ccc([N+](=O)[O-])cc3)c2=O)cc1
→ -17% | 0.3 | 67 | 0.6% | -8% | 1% | -11% | -4% | 7% | i | 0.2
- CCc1ccc(NC(=O)CSc2nnc(Cc3cccn3C)n2-c2ccc(OC)cc2)cc1
→ -8% | 5.7 | 65 | -1.2% | 2% | 3% | -2% | 8% | -2% | i | 1.3
- Cc1nn(Cc2ccc(Cl)c(Cl)c2)c(C)c1NC(=O)c1sc2ccccc2c1Cl
→ -11% | 3.9 | 48 | -0.9% | -5% | -2% | -7% | 8% | 1% | i | 1.4
- Cc1cc(C)cc(NS(=O)(=O)c2ccc3c(c2)C(C)(C)C(=O)N3C)c1
→ 6% | 2.5 | 68 | -0.6% | -16% | -1% | / | 5% | -3% | i | 4.0
- COc1ccc(Cl)cc1NS(=O)(=O)c1cc(Br)cnc1N
→ 0% | 1.1 | 75 | 3.2% | 18% | 0% | -4% | 3% | 7% | i | 1.8
- O=C(O)CCn1cc(/C=C\C(=O)c2ccc(Cl)cc2)c(-c2cccc(Br)c2)n1
→ -10% | 1.2 | 45 | 60%* | 4% | 8% | -11% | 9% | 10% | i | 0.4
- O=C1CCc2ccccc2N1Cc1ccccc1
→ 4% | -1.3 | 48 | 0.3% | 13% | 2% | 5% | -5% | 6% | i | 0.5
- CC(C)N(C(=O)CSc1nnc(Cc2csc(Nc3ccccc3)n2)o1)C(C)C
→ 5% | 1.4 | 70 | -2.1% | 8% | -1% | 4% | -2% | 5% | i | 0.4
- CCOC(=O)c1ccc(NC(=O)CSc2nnc(-c3ccncc3)n2C)cc1
→ -13% | 0.2 | 86 | -2.1% | 3% | -2% | 8% | -5% | 4% | i | 0.2
- Cc1occc1C(=O)NNC(=S)Nc1ccccc1C(F)(F)F
→ 11% | -1.3 | 67 | 1.4% | 9% | 3% | -17% | -5% | 6% | i | 0.7
- S=c1[nH]nc(-c2ccccc2)n1/N=C/c1cccc(Cl)c1
→ 5% | 6.0 | 43 | 0.8% | -6% | -3% | -4% | -4% | 8% | i | 0.3
- CC(C)Oc1ccc(C(=O)CCN2CCCCC2)cc1
→ 3% | -1.2 | 82 | -1.2% | 8% | 0% | 3% | -5% | 7% | i | 1.0
- CCn1c(C)nnc1SCC(=O)Nc1nccs1
→ 1% | 1.2 | 54 | -0.5% | 6% | -5% | 3% | -4% | 6% | i | 0.4
- N=C1SCC(=O)N1c1ncc(Cc2ccc(F)cc2)s1
→ 13% | 6.3 | 85 | 2.4% | 13% | -1% | -10% | -5% | 2% | i | 0.2
- CCOc1cc(/C=N/Nc2nnc(C)n2N)ccc1O
→ 4% | 1.8 | 95 | -1.5% | 4% | -6% | 22% | -4% | / | i | 1.1
- COc1ccccc1NC(=S)N1CCN(Cc2ccccc2)CC1
→ -7% | 3.7 | 42 | -1.1% | -6% | -5% | -8% | -6% | 2% | i | 0.3
- Cc1cc2c(c(=O)n1CCN(C)C)C(c1ccc(Br)cc1)C(C#N)=C(N)O2 (configuration not stated)
→ 8% | -1.9 | 46 | 0.0% | -2% | -2% | -14% | 2% | 8% | i | 0.4
- N#CCC(=O)Nc1ccc(C(=O)OCC(=O)NNC(=O)c2cccs2)cc1
→ / | -0.5 | 95 | / | / | / | -2% | / | 7% | i | 1.2
- COCCCN(Cc1ccco1)C(=O)Cn1ncc2c([nH]c3ccccc32)c1=O
→ -2% | 0.3 | 61 | 0.9% | 2% | 11% | -5% | -8% | 11% | i | 1.6
- O=[N+]([O-])c1ccc(S(=O)(=O)N/N=C/c2ccsc2)cc1
→ 4% | -0.3 | 57 | -0.4% | 2% | 8% | -2% | -4% | 5% | i | 1.4
- CCCS(=O)(=O)N1CCCC(C(=O)NCCCN(C)Cc2ccccc2)C1 (configuration not stated)
→ 16% | -1.6 | 38 | 0.2% | 15% | 0% | -9% | -5% | 16% | i | 1.1
- CCOc1ccc(S(=O)(=O)N2CCCC(C(=O)N3CCN(c4ccccc4)CC3)C2)cc1 (configuration not stated)
→ -15% | 4.0 | 51 | 0.0% | 14% | -1% | 0% | -7% | 4% | i | 0.0
- COc1cccc2c(=O)n(CC(=O)N3CCN(c4ccccc4)CC3)ccc12
→ -9% | -0.1 | 58 | -1.4% | 2% | 0% | -7% | -5% | 17% | i | 0.5
- C[C@H](NC(=O)c1ccccc1Cl)C(=O)OCCOc1ccc(Cl)cc1
→ -7% | 1.3 | 51 | -0.1% | 9% | -1% | -16% | 3% | 7% | i | 0.4
- N#Cc1c(N2CCSCC2)nsc1-c1ccccc1Cl
→ 16% | / | / | -0.4% | -3% | -3% | -7% | 0% | 6% | i | 0.1
- CC1Oc2ccccc2N(CC(=O)Nc2ccc(F)cc2)C1=O (configuration not stated)
→ 0% | 0.4 | 60 | 0.4% | 6% | -2% | -1% | -4% | 6% | i | 0.3
- O=C(NCCN1CCOCC1)c1ccncc1
→ 2% | 2.6 | 89 | -1.4% | 9% | 4% | -5% | -10% | 3% | i | 0.7
- CCOC(=O)c1c(-c2ccc(C)o2)csc1NC(=O)CSc1nnnn1-c1ccccc1
→ -6% | 2.0 | 56 | -1.5% | -2% | 0% | -26% | -8% | 13% | i | 2.4
- Cc1ccc(NCc2ccc(C)s2)cc1
→ 14% | -0.2 | 46 | -0.5% | -6% | -1% | -2% | -5% | / | / | /
- COc1ccc(Cn2c(=O)[nH]c3cc(C(=O)NCCCOC(C)C)ccc3c2=O)cc1
→ 15% | -0.9 | 78 | -0.4% | -12% | 0% | -6% | -9% | 4% | i | 0.4
- CC(C)NC(=O)NC(=O)COC(=O)c1ccc(F)cc1F
→ -5% | -2.2 | 76 | 0.1% | 8% | 4% | -14% | -5% | 6% | i | 0.7
- O=C(COc1ccc(-n2cnnn2)cc1)N1CCN(c2ccc(F)cc2)CC1
→ -2% | -0.6 | 87 | -0.2% | -3% | 2% | -3% | 0% | 5% | i | 0.5
- Cc1ccc(CN2CCN(/N=C/c3cc(Br)cc(Br)c3O)CC2)cc1
→ -3% | 1.7 | 66 | 24% | 4% | 2% | -1% | -1% | 4% | i | 0.9
- Cc1cc(C)c2ccc(/C=N/O)nc2c1O
→ -8% | 2.1 | 47 | -2.9% | 8% | -5% | -10% | -6% | 12% | i | 0.3
- O=C(NCCN1CCN(C(=O)c2ccc(F)cc2)CC1)C(=O)NCc1ccccc1
→ -19% | -0.7 | 45 | -0.5% | 5% | -2% | -5% | -4% | 2% | i | 0.5
- Cc1cc(NC(=O)NCc2ccccc2)c(=O)n(Cc2ccc(F)cc2)c1
→ -19% | -0.7 | 74 | 2.1% | 9% | 11% | 0% | -8% | 7% | i | 0.7
- CN1CCN(c2nc(-c3ccccc3)nc(-c3ccc(F)cc3)c2C#N)CC1
→ -1% | 8.0 | 91 | 0.1% | 3% | -4% | -3% | -4% | 3% | i | 0.2
- O=C(c1ccc(Cl)cc1)c1ccccc1C(=O)N1CCOCC1
→ 1% | 0.2 | 49 | 4.1% | -2% | -3% | 13% | -2% | 14% | i | 5.8
- CC1CN(CC(=O)NCc2ccc(Cl)cc2)CC(C)O1 (configuration not stated)
→ -1% | 0.1 | 81 | -0.6% | -12% | 19% | -1% | -11% | 7% | i | 0.5
- CCCCC1CC(CSC(=N)N)OC1=O (configuration not stated)
→ 7% | -3.3 | 55 | -1.0% | -10% | 3% | -9% | -4% | 5% | i | 0.2
- c1ccc(C(c2ccccn2)c2ccccn2)cc1
→ 10% | 0.3 | 46 | 2.0% | 1% | 4% | 9% | -9% | 10% | i | 2.6
- CC(=O)N(c1nc(CCl)cs1)c1cccc(C)c1C
→ 5% | 0.2 | 45 | 1.3% | 13% | 4% | -3% | -7% | 6% | i | 0.2

In a second layout: entries from further up
Compound	GPR35 arrestin U2OS	NTR1 ag	NTR1 ag cell count 20 µM	HIV peptide binding	GPR55 LPI antagonism	SIAH1 antagonists	Salmonella PhoP GFP	LYP inhibition	Rac1 GTP hydrolysis	Myeloid diff 2	Myeloid diff 2 GFP+ MAC1+ %
CCOC(=O)c1c(-c2ccc(C)o2)csc1NC(=O)CSc1nnnn1-c1ccccc1	-6%	2.0	56	-1.5%	-2%	0%	-26%	-8%	13%	i	2.4
Cc1ccc(NCc2ccc(C)s2)cc1	14%	-0.2	46	-0.5%	-6%	-1%	-2%	-5%	/	/	/
COc1ccc(Cn2c(=O)[nH]c3cc(C(=O)NCCCOC(C)C)ccc3c2=O)cc1	15%	-0.9	78	-0.4%	-12%	0%	-6%	-9%	4%	i	0.4
CC(C)NC(=O)NC(=O)COC(=O)c1ccc(F)cc1F	-5%	-2.2	76	0.1%	8%	4%	-14%	-5%	6%	i	0.7
O=C(COc1ccc(-n2cnnn2)cc1)N1CCN(c2ccc(F)cc2)CC1	-2%	-0.6	87	-0.2%	-3%	2%	-3%	0%	5%	i	0.5
Cc1ccc(CN2CCN(/N=C/c3cc(Br)cc(Br)c3O)CC2)cc1	-3%	1.7	66	24%	4%	2%	-1%	-1%	4%	i	0.9
Cc1cc(C)c2ccc(/C=N/O)nc2c1O	-8%	2.1	47	-2.9%	8%	-5%	-10%	-6%	12%	i	0.3
O=C(NCCN1CCN(C(=O)c2ccc(F)cc2)CC1)C(=O)NCc1ccccc1	-19%	-0.7	45	-0.5%	5%	-2%	-5%	-4%	2%	i	0.5
Cc1cc(NC(=O)NCc2ccccc2)c(=O)n(Cc2ccc(F)cc2)c1	-19%	-0.7	74	2.1%	9%	11%	0%	-8%	7%	i	0.7
CN1CCN(c2nc(-c3ccccc3)nc(-c3ccc(F)cc3)c2C#N)CC1	-1%	8.0	91	0.1%	3%	-4%	-3%	-4%	3%	i	0.2
O=C(c1ccc(Cl)cc1)c1ccccc1C(=O)N1CCOCC1	1%	0.2	49	4.1%	-2%	-3%	13%	-2%	14%	i	5.8

Assay outcomes from PubChem BioAssay.
